ROMK primary – human ROMK K+ channel modulation, primary screen. Tet-inducible ROMK, thallium flux fluorescence; actives lie on both sides. P48048. 2% of 130,000 active. AID 1918. B-score at 10 µM;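 active means signal ratio slope over the read window, or its plate-corrected B-score, at least 3 SD from the plate mean, either direction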;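 further: B-score of the F/F0 ratio slope over 7 to 12 s after thallium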
Target sequence (P48048 whole entry, looked up): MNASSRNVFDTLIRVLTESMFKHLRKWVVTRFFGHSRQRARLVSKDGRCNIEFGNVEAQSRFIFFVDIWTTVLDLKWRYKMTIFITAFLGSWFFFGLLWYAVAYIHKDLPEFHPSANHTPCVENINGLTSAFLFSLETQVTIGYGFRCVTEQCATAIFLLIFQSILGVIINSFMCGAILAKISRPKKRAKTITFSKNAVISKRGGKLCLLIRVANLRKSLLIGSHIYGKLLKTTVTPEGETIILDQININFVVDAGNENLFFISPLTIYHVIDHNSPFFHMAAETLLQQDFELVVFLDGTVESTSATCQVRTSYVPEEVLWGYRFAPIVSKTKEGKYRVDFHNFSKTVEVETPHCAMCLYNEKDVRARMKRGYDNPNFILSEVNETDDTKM
bIAP inh – intestinal alkaline phosphatase (bovine) inhibition; inhibition, % at 20 µM; 190,000 tested, under 10 active; purified bovine IAP, CDP-star luminescence, 30 min; AID 1019;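 active means over 50% inhibition of intestinal alkaline phosphatase at 20 µM in the single-dose screen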
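System: purified bovine intestinal alkaline phosphatase (IAP) enzyme; Input: IAP diluted 1/65,000,000 in the well; Measured by: CDP-star luminescence signal; Compound dosing: 20 µM single dose; Incubation: 30 min reaction at room temperature.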
PPARg SRC-3 ag – promotes SRC-3 coactivator recruitment by human PPARgamma | P37231 | biochemical PPARgamma/SRC-3 coactivator recruitment assay | activation, % at 8 µM | 0.26% of 200,000 active; in the data active means activation above about 23%;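 further: 0% = DMSO and 100% = reference agonist; some compounds past the cut are filed as inactive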
PPARg SRC1 recr – PPARgamma-driven SRC-1 recruitment agonism; P37231; PPARgamma-SRC-1 coactivator recruitment biochemical assay; activation, % at 8 µM; 0.41% of 200,000 active; AID 631; in the data active means activation above about 19%;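 further: 0% = DMSO and 100% = reference agonist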
TNAP act hi DEA – TNAP (human) activation, high acceptor | purified TNAP, CDP-star luminescence, 1 M DEA, 30 min; hits give high values; 0 = EDTA background, 1 = DMSO-only activity | activation factor at 20 µM | 200,000 tested, under 10 active | AID 1136;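 active means activation factor at least 2 at 20 µM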
Target sequence (P05186 whole entry, looked up): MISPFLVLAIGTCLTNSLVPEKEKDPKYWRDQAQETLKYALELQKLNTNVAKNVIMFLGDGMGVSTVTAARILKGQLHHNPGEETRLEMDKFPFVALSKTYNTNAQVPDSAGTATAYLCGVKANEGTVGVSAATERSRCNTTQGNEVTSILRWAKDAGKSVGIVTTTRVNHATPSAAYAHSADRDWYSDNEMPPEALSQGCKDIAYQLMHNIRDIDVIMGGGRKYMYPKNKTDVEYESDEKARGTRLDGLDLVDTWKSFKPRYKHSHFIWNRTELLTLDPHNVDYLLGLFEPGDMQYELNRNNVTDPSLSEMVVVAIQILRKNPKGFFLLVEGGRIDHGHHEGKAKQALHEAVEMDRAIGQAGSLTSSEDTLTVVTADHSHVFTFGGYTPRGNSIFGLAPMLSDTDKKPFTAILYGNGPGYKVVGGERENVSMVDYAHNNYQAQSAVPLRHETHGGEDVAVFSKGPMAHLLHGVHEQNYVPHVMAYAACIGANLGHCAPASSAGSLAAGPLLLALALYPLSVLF
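Assay system: human TNAP; Input: enzyme diluted 1/800 final; Reagent: CDP-star luminogenic substrate at 100 µM final; Timing: 30 min, room temperature; Signal: luminescence; Evaluation: TNAP activation factor scaled between EDTA and DMSO control wells.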
STAT3 activator – increases IL-6 driven STAT3 reporter signal | U3A cells, IL-6 STAT3-luciferase reporter, luminescence; 100% = signal with IL-6 EC80 alone | activation (% of control), % at 5.6 µM | 0.91% of 190,000 active;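 active means activation above the screen-wide mean of compound activation plus 3 SD, cut at about 130% in these data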;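 further: 0% = background luminescence of wells with medium and substrate only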
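Material: STAT1-lacking human U3A cells, STAT3 luciferase reporter | Benchmarks: IL-6-only wells as 100% reference | Probe or stimulus: IL-6 (33 ng/mL) | Timing: Compound 1 h, then IL-6 6 h at 37 °C | Detection: Luminescence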
STAT1 blocker – inhibitors of IFN-gamma induced STAT1 signaling; AID 920; inhibition, % at 5.5 µM; NIH 3T3 STAT1-luciferase reporter, luminescence; 0.35% of 200,000 active;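 active means inhibition above a set limit, the mean inhibition across all tested compounds plus 3 SD, cut at about 34% in these data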;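 further: 0% = IFN-gamma with DMSO and 100% = IFN-gamma with 300 µM nifuroxazide; values of inactives mirror those of a sister screen read the other way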
SRC2 TRFRET art – counter-screen for PPARgamma SRC-2 recruitment agonists: TR-FRET artefact; hits give high values; TR-FRET ratio at 8 µM; 0.4% of 200,000 active; in the data active means TR-FRET ratio above about 2000; further: inactives centre near 1500
PPARg SRC-2 ag – agonists of SRC-2 recruitment by human PPARgamma; P37231; PPARgamma LBD-SRC-2 recruitment, biochemical; activation, % at 8 µM; 0.34% of 200,000 active; AID 1032; in the data active means activation above about 22%;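 further: 0% = vehicle and 100% = reference agonist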
STAT3 blocker – reduces IL-6 driven STAT3 reporter signal; U3A cells, IL-6 STAT3-luciferase reporter, luminescence; host cell line lacks STAT1; inhibition, % at 5.5 µM; 0.89% of 190,000 active; AID 862;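 active means inhibition above the mean inhibition across all screened compounds plus 3 SD, cut at about 44% in these data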;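 further: 0% = DMSO only wells and 100% = 100 µM nifuroxazide control wells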
bIAP activator – increases bovine intestinal alkaline phosphatase activity | purified bovine IAP, CDP-star luminescence, 30 min; hits give high values; fold of DMSO-control signal, blank-subtracted | activation factor at 20 µM | 0.17% of 200,000 active;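 active means activation factor of 2 or more at 20 µM, a signal rise over negative controls twice the positive control's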
Numbers without * were called inactive; · = not tested or not shown.

nr	SMILES	bIAP inh	ROMK primary	PPARg SRC1 recr	TNAP act hi DEA	bIAP activator	STAT1 blocker	SRC2 TRFRET art	PPARg SRC-3 ag	STAT3 blocker	STAT3 activator	PPARg SRC-2 ag
1	Cc1nn(-c2ccccc2)c2c1C(c1ccc([N+](=O)[O-])cc1)N1C(=N2)C(=O)Nc2ccccc21 (stereo unspecified)	10	·	1	1	0.9	-3	1629	4	-11	105	1
2	Cc1ccc(CS(=O)(=O)CCC(=O)NCCN(C)Cc2ccccc2)cc1	-5	-0.14	4	1	1.1	4	1627	3	2	97	8
3	CCOC(=O)c1sc(NC(C)=O)nc1-c1ccccc1	1	·	9	1.1	1	16	1693	14	20	85	19
4	CCOc1ccccc1N(C(=O)Nc1cccc(Cl)c1)C1=NC(C)CS1 (stereo unspecified)	-1	-0.027	-2	1.1	1	4	1555	5	7	94	-1
5	CC(CCc1ccccc1)NC(=O)CSc1nccc(=O)[nH]1 (stereo unspecified)	7	-0.69	-4	1	0.9	-1	1721	3	2	102	8
6	CN(C)CCOC(=O)c1cccc(Br)c1	4	0.53	-3	1.1	1	2	1181	1	6	100	1
7	COc1cccc(C2C(C(N)=O)=C(C)Nc3nc(-c4ccccc4Cl)nn32)c1 (stereo unspecified)	-4	·	-2	1	1	5	1664	0	9	93	0
8	CC[C@H](C)C(C(=O)N1CCN(C(=O)OC(C)(C)C)CC1)n1cc(C(CC(C)C)NC(=O)OC(C)(C)C)nn1 (stereo partly specified)	-9	·	1	1	1.1	3	1424	-1	·	·	-9
9	O=C(CSc1ncn[nH]1)c1ccc(OC(F)F)cc1	-4	0.42	1	1	1	-3	1514	3	11	97	0
10	COc1ccc(NC(=O)C(CC(=O)O)Cc2ccccc2)cc1 (stereo unspecified)	6	·	3	1.1	0.9	4	1526	-2	21	88	5
11	CC1=CCC2C(=O)N(c3cc(C)on3)C(=O)C2C1 (stereo unspecified)	-8	0.48	-1	1	1.1	2	1498	-2	1	101	4
12	Cc1cnn(-c2ccc3nnc(-c4ccc(Br)cc4)n3n2)c1	14	·	-2	1.1	0.9	-9	1496	-1	9	98	9
13	CS(=O)(=O)c1ccc(Cl)c(NC(=O)COC(=O)CNC(=O)c2ccc(Br)o2)c1	-1	0.57	5	1	1	8	1754	11	4	99	13
14	CCOC(=O)C1=C(C)Nc2ncnn2C1c1ccccc1F (stereo unspecified)	-8	-0.0025	2	1	1.1	3	1716	-2	9	96	12
15	CCn1nnnc1SCC(=O)Nc1cccc(NC(C)=O)c1	1	·	5	1.1	1	-6	1451	4	7	99	-1
16	CC(C)(C)c1ccc2c(c1)OCC(C(=O)O)O2 (stereo unspecified)	3	1.3	-2	1.1	1	-3	1578	3	5	99	-1
17	Cc1ccc(F)cc1NC(=O)CCOc1ccccc1	-28	-1.3	-5	1.1	1.3	-2	1525	-1	13	91	3
18	Cc1cc([N+](=O)[O-])ccc1N(C)C	1	-0.61	1	1	1	15	1611	2	5	94	9
19	CN(c1ccc(C(=O)N2CCN(Cc3ccc4c(c3)OCO4)CC2)cc1)S(=O)(=O)c1ccccc1	-6	-1.4	-6	1	1.1	8	1408	-6	49*	60	0
20	CC(=O)Nc1ccc(NC(=O)COc2ccc(S(=O)(=O)NC(C)c3ccccc3)cc2)cc1 (stereo unspecified)	-5	0.9	2	1	1	10	1578	0	16	91	0
21	CN(C)c1ccc(C(c2nnnn2C(C)(C)C)N2CCN(C(=O)c3ccco3)CC2)cc1 (stereo unspecified)	-3	·	2	1.1	1	-5	1549	-2	7	99	4
22	CCN1C(=O)c2cccc3c(S(=O)(=O)N(C(=O)c4cccnc4)c4ccc(OC)cc4)ccc1c23	7	·	1	1	0.9	-1	1577	-3	3	100	6
23	Cc1cc(C)n(/N=C/c2cccc(O)c2)c(=O)c1C(N)=O	6	1.7	-1	1	0.9	-7	1354	-10	13	92	-1
24	COc1ccc(OC)c(NS(=O)(=O)c2cccs2)c1	18	·	7	1	0.8	-11	1667	1	15	91	7
25	CCc1nnc(NC(=O)[C@@H](NC(=O)c2cccc(S(=O)(=O)N3CCOCC3)c2)C(C)C)s1	-4	·	4	1	1	6	1564	9	1	103	-6

Complete entries, looked up by structure:
`CN(C)c1ccc(C(c2nnnn2C(C)(C)C)N2CCN(C(=O)c3ccco3)CC2)cc1` (stereo unspecified) across the screens: bIAP inh: -3; ROMK primary: ·; PPARg SRC1 recr: 2; TNAP act hi DEA: 1.1; bIAP activator: 1; STAT1 blocker: -5; SRC2 TRFRET art: 1549; PPARg SRC-3 ag: -2; STAT3 blocker: 7; STAT3 activator: 99; PPARg SRC-2 ag: 4
`CCn1nnnc1SCC(=O)Nc1cccc(NC(C)=O)c1` across the screens: bIAP inh: 1; ROMK primary: ·; PPARg SRC1 recr: 5; TNAP act hi DEA: 1.1; bIAP activator: 1; STAT1 blocker: -6; SRC2 TRFRET art: 1451; PPARg SRC-3 ag: 4; STAT3 blocker: 7; STAT3 activator: 99; PPARg SRC-2 ag: -1

Further compounds follow:
nr	SMILES	bIAP inh	ROMK primary	PPARg SRC1 recr	TNAP act hi DEA	bIAP activator	STAT1 blocker	SRC2 TRFRET art	PPARg SRC-3 ag	STAT3 blocker	STAT3 activator	PPARg SRC-2 ag
26	CCOC(=O)NCc1ccc2c(c1)cc(C)n2C	-2	-0.11	10	1.1	1	1	1565	0	14	93	12
27	CCOc1ccccc1NC(=O)C(NC(=O)C1CCC(C)CC1)C(C)C (stereo unspecified)	-3	0.81	2	1.1	1	1	1525	3	-6	106	10
28	CCOc1ccc(-c2nnn(CC(=O)N3CCCC3)n2)cc1OCC	17	-0.22	1	1	0.8	2	1677	-13	-4	104	3
29	C=C(C)CNC(=S)N/N=C(\C)c1ccc(Cl)s1	-8	·	-7	1	1.1	-1	1509	1	4	99	-1
30	CCNc1nc(N)nc(Oc2ccc(OCc3ccccc3)nn2)n1	1	·	9	1	1	-4	1532	12	7	97	6
31	O=C(NN=C1C2CC3CC(C2)CC1C3)c1cccs1	21	-0.75	2	1	0.8	-33	1419	-10	-1	102	1
32	COc1ccccc1-c1nnc(SCC(=O)Nc2ccc(Cl)cc2Cl)o1	-14	0.039	8	1.1	1.1	-5	1494	3	-9	111	5
33	CCCCCc1nc(N)c(C#N)c(-c2ccco2)c1CCCC	24	0.85	-9	1	0.8	-7	1609	1	-4	107	10
34	COc1ccc(CCN(Cc2cc3cccc(C)c3[nH]c2=O)C(=O)N2CCCC2)cc1OC	-10	·	-2	1.1	1.1	7	1519	3	9	96	6
35	COC(=O)Cn1cnc2sc(C)c(S(=O)(=O)N3CCN(c4ccccc4OC)CC3)c2c1=O	6	·	-1	1	0.9	2	1525	1	7	97	12
36	CCc1ccccc1NC(=O)CN(C)C(=O)COc1ccc(C)nc1[N+](=O)[O-]	8	·	-5	1	0.9	0	1469	1	-3	104	-11
37	O=C(c1cnn2ccccc12)N1CCc2ccccc21	1	·	4	1.1	1	-40	1520	-8	7	101	2
38	O=C(O)c1cccc2c1C(=O)N(C1CCCCC1)C2	5	·	6	1.1	0.9	7	1736	3	17	90	2
39	O=C(NCCN1CCN(c2cccc(Cl)c2)CC1)c1ccc(CSc2nc3ccncc3[nH]2)cc1	-29	0.19	0	1	1.3	13	1541	4	18	86	5
40	CC(C)(C)C1CCc2onc(C(=O)Nc3ccc(F)cc3F)c2C1 (stereo unspecified)	16	·	-7	1	0.8	-13	1327	-4	10	97	-4
41	COC(=O)CN(c1ccc(C)c(Cl)c1)S(C)(=O)=O	-4	·	4	1	1	-4	1671	5	10	95	4
42	CCCOc1ccc(C(CC(=O)O)NC(=O)C23CC4CC(CC(C4)C2)C3)cc1 (stereo unspecified)	0	·	-2	1	1	5	1511	14	-2	103	14
43	Cc1ccc2c(c1)Sc1ccccc1CC2=O	8	·	-5	1	0.9	1	1595	-6	-3	113	0
44	COc1cnc(-c2ccccn2)nc1Sc1ccccc1Cl	12	·	6	1	0.9	0	1587	0	-1	106	0
45	CCOC(=O)c1c(NC(=O)C[n+]2ccc(Cc3ccccc3)cc2)sc(C)c1C	-11	-3.8*	-6	1	1.1	8	1588	2	9	97	3
46	O=C(c1ccc2ccccc2c1)c1c[nH]cc1-c1ccccc1	13	0.4	-4	1	0.9	-9	1454	-7	2	101	4
47	CC(C)C(=O)Nc1cccc(-c2cn3ccsc3n2)c1	2	-0.61	-12	1	1	-16	1359	2	10	94	-7
48	CCCN1CCN(C(=O)CCCNC(=O)Cn2cnc3sc(C)c(C)c3c2=O)CC1	0	0.13	5	1	1	10	1446	4	10	94	-2
49	OC1CCCN(Cc2c3ccccc3cc3ccccc23)C1 (stereo unspecified)	-2	0.41	0	1.1	1	-10	1496	2	-13	108	-3
50	CC(=O)N1CC=C2C(C#N)=C(N)C(C#N)(C#N)C(C)C2C1 (stereo unspecified)	7	-0.44	-6	1	0.9	10	1573	-1	5	100	0
51	CCOC(=O)C1(Cc2ccc(Cl)cc2)CCN(CCCn2cccn2)CC1	-16	-0.2	2	1	1.2	4	1566	2	3	101	0

Source: PubChem BioAssay
